# CHRM4 agonist: CHRM4 agonism in calcium assay | P08173 | CHO-K1 hM4/Gqi5, Fluo-8 calcium fluorescence; vehicle 0%, full acetylcholine response 100% | activation, % at 3 µM | 0.14% of 360,000 active;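 active = activation above the run mean over all test wells plus 3 SD, cut at about 32% in these data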;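 also: peak over basal fluorescence ratio per well then scaled between controls; 0% = DMSO wells and 100% = acetylcholine at EC100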
# OXTR potentiator: potentiates the human oxytocin receptor response. P30559. CHO-OTR cells, Fluo-8 calcium fluorescence, potentiator mode; 0% = oxytocin EC15, 100% = EC100. activation, % at 3 µM. 0.061% of 320,000 active. AID 2445;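 active = activation above that plate's cutoff, the mean activation of tested compounds plus 3 SD, cut at about 6.6% in these data, passing the limit was not always enough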;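 also: 100% uses oxytocin at 75 nM as the full agonist control; some results filed as inactive read as strong as hits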
# Target sequence (P30559 whole entry, looked up): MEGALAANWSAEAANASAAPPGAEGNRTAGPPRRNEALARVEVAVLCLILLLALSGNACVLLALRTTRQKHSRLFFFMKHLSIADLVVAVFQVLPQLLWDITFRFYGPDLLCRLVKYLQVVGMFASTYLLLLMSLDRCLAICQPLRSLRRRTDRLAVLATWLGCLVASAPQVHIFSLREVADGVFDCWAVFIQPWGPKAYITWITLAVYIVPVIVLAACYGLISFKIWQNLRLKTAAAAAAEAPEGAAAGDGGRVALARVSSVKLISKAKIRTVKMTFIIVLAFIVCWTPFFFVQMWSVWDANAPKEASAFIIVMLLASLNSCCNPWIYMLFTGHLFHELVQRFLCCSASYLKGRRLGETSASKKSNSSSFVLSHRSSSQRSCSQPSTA
#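 test system = CHO-OTR cells, human receptor | compound = single-point 3.0 µM | schedule = 6 min compound pre-incubation at room temperature, 100 s kinetic read | signal = Fluo-8 no-wash calcium dye fluorescence, excitation 470-495 nm, emission 515-575 nm | repeats = single well per compound, singlicate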
# M1 ag: human M1 muscarinic receptor agonism. CHO-K1 hM1, Fluo-8 calcium fluorescence, agonist mode; 0% DMSO, 100% acetylcholine EC100. activation, % at 3 µM. 0.33% of 360,000 active. AID 588814;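 active = activation above the run's mean compound activation plus 3 SD, cut at about 16% in these data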;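 also: peak over basal fluorescence ratio within a 140 s kinetic read after compound addition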
# Target sequence (P11229 whole entry, looked up): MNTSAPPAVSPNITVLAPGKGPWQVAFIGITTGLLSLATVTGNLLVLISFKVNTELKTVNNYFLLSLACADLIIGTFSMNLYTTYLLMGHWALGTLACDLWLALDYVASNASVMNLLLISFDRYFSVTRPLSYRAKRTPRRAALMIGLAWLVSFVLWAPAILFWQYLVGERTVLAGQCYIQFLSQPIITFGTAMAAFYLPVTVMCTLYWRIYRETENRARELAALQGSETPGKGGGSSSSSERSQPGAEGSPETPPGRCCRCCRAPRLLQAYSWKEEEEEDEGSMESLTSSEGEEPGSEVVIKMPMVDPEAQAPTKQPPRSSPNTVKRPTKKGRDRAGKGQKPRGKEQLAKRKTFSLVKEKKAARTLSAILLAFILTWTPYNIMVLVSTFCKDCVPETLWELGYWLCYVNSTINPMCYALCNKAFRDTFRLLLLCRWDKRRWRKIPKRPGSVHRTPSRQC
# M1 antag: antagonists of human M1 muscarinic receptor; 1.3% of 360,000 active; CHO-K1 hM1, Fluo-8 calcium fluorescence, ACh EC80 antagonist; AID 588852; inhibition, % at 3 µM;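 active = percent inhibition above its own plate's cutoff, namely the mean of that plate's compound wells plus 3 SD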;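 also: peak over basal fluorescence ratio during 140 s after agonist addition; 0% = ACh EC80 plus DMSO and 100% = DMSO alone without agonist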
# M1 PAM: potentiates human M1 receptor response to acetylcholine; 0.088% of 360,000 active; activation, % at 3 µM; P11229; CHO-K1 hM1, Fluo-8 calcium fluorescence, ACh EC20; 0% = ACh EC20, 100% = maximal ACh; in the data active = activation above about 19%, passing the limit was not always enough
# M4 antag: blocks acetylcholine activation of human M4 receptor; P08173; CHO-hM4 cells, ACh EC80, Fluo-8 calcium fluorescence; inhibition, % at 3 µM; 0.73% of 360,000 active; AID 624125;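 active = inhibition above its plate's cutoff, the mean inhibition of sample wells plus 3 SD, cut at about 27% in these data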;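 also: 0% = acetylcholine EC80 with DMSO and 100% = DMSO without agonist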
# CHO parental Ca: signal in parental CHO cells, OX1R antagonist counter-screen; parental CHO-K1, ATP-induced calcium, Fluo-8 fluorescence; inhibition, % at 5.6 µM; 0.63% of 330,000 active; AID 463079;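 active = inhibition above that plate's mean sample inhibition plus 3 SD, cut at about 26% in these data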;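 also: 0% = ATP-challenged DMSO wells and 100% = DMSO wells without ATP; some compounds past the cut are filed as inactive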
#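 Test system: untransfected parental CHO cell line; also added: ATP stimulus; dosing: 5.6 µM, single dose; signal: calcium-sensitive Fluo-8 fluorescence; measure: percent inhibition of ATP-evoked calcium rise, normalized to controls; benchmarks: low control ATP plus DMSO, high control DMSO only; replication: one well per compound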
# CHO-K1 Ca antag: M1 antagonist counterscreen hit in parental CHO-K1 cells; ATP-induced calcium, Fluo-8 fluorescence; inhibition, % at 3 µM; 0.6% of 360,000 active; AID 602250;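 active = inhibition above a per-plate cutoff, the plate's mean sample inhibition plus 3 SD, cut at about 24% in these data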;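 also: 0% = DMSO plus EC80 ATP and 100% = DMSO alone without ATP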
# CHO-K1 Ca ag: counter-screen for M1 agonists: effect in parental CHO-K1 cells. Fluo-8 calcium fluorescence; scaled to maximal ATP response, vehicle zero. activation, % at 3 µM. 0.48% of 360,000 active. AID 602248; in the data active = activation above about 15%;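 also: untransfected CHO-K1 host cells lacking M1 receptor as counterscreen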
# Starred values were filed as active, the others as inactive; . = not tested or not shown.
1. CCCN1CCN(C(=S)Nc2ccc([N+](=O)[O-])cc2)CC1
2. CCCn1c(C2CC(=O)N(c3ccc(C)cc3)C2)nc2ccccc21 (stereo not given)
3. CCOC(=O)c1cnc2cc(C)nn2c1C
4. Cc1ccccc1C(=O)NC(=S)Nc1ccc(N2CCN(C(=O)c3ccccc3)CC2)cc1
5. C[C@@H](NC(=O)[C@@H]1Cc2ccccc2CN1C(=O)OC(C)(C)C)C(=O)NC1CCCCC1
6. CC(=O)Nc1cc(C(C)(C)C)c(O)c(C(C)(C)C)c1
7. Cc1ccc(NC(=O)c2ncn(CCCNCc3ccccc3)n2)cc1C
8. Cc1c(C(=O)NC(C(C)C)C(C)C)cccc1[N+](=O)[O-]
9. Cc1cc(Cl)ccc1OCC(=O)NCC(c1cccs1)N1CCOCC1 (stereo not given)
10. O=C(CSc1nc2ccccc2c(=O)n1-c1ccccc1)Nc1ccc2c(c1)CCC2

compound no.	1	2	3	4	5	6	7	8	9	10
CHRM4 agonist	2	3	0	3	0	-1	3	1	9	1
OXTR potentiator	-3	-9	-12	-6	-3	-3	.	-2	-16	.
M1 ag	-2	-3	-3	0	-3	-5	-5	-6	-1	-4
M1 antag	-10	-6	-8	-6	-4	-1	17	-3	6	-6
M1 PAM	4	8	5	6	5	4	-8	9	-3	4
M4 antag	-4	12	-2	1	-14	4	0	0	-4	-1
CHO parental Ca	-11	-11	5	-15	-36	-5	.	-5	-19	.
CHO-K1 Ca antag	-16	-9	0	-12	-13	4	7	-1	-4	-5
CHO-K1 Ca ag	2.1	2.1	0.2	1.4	-0.5	-0.8	0.6	0.0	3.5	1.1

# Arranged by the number under M1 PAM (falling): 3 from the list above
item | smiles | M1 PAM
2 | CCCn1c(C2CC(=O)N(c3ccc(C)cc3)C2)nc2ccccc21 (stereo not given) | 8
4 | Cc1ccccc1C(=O)NC(=S)Nc1ccc(N2CCN(C(=O)c3ccccc3)CC2)cc1 | 6
7 | Cc1ccc(NC(=O)c2ncn(CCCNCc3ccccc3)n2)cc1C | -8

# Following part
11. CN(C)c1ccc(C(C(=O)NC2CCCCC2)N(Cc2ccco2)C(=O)c2snc(C(N)=O)c2N)cc1 (stereo not given)
12. CC(Sc1ncn[nH]1)C(=O)c1c(N)n(C)c(=O)n(C)c1=O (stereo not given)
13. COc1ccc([C@H]2CC(=O)C[C@@H](CCn3cc(-c4ccncc4)nn3)O2)cc1
14. CCOC(=O)c1oc2ccccc2c1CN1CCN(c2ccccc2)CC1
15. CC(O)c1n(C)c(Cl)c[n+]1C (stereo not given)
16. CCCCn1c(N)c(Br)c(=O)[nH]c1=O
17. CN1CCCC(OC(=O)c2cccc(Br)c2)C1 (stereo not given)
18. Cc1cccc(NCc2nc(SCC(N)=O)n[nH]2)c1
19. O=C(c1cnc(N2CCN(c3ncccn3)CC2)c2ccccc12)N1CCN(c2ccccn2)CC1
20. COc1ccc2ccc(C(C)(C(C)=O)C(=O)OC(C)C)cc2c1 (stereo not given)

compound no.	11	12	13	14	15	16	17	18	19	20
CHRM4 agonist	25	0	0	-2	0	0	1	1	13	0
OXTR potentiator	-12	-1	.	-9	-1	-16	-4	-1	-10	-4
M1 ag	-4	8	.	-6	0	-2	-10	-2	-1	-10
M1 antag	20	6	.	2	-3	-9	14	-9	15	-2
M1 PAM	-7	10	.	-3	-5	11	-14	13	-18	-8
M4 antag	11	1	4	-4	7	-2	3	-1	3	4
CHO parental Ca	-8	-7	.	-30	0	-7	-12	-5	-5	-30
CHO-K1 Ca antag	-2	5	-17	0	13	2	6	-9	11	-19
CHO-K1 Ca ag	6.9	-0.3	-0.2	-0.2	-0.4	-0.5	0.4	0.8	5.6	-0.3

21. CC(NC(=O)Nc1ccc([N+](=O)[O-])cc1)C(c1ccccc1)N1CCOCC1 (stereo not given)
22. O=C(NNC(=S)NC(=O)c1ccccc1Cl)c1cccc([N+](=O)[O-])c1
23. COc1ccc(OC)c(-c2cc(C(=O)Nc3ccccc3C(N)=O)c3ccccc3n2)c1
24. CCCNC(=O)NS(=O)(=O)c1cnccc1Sc1ccc(Cl)cc1
25. O=C(COc1ccc(Cl)cc1)NCc1nnc(SCC(=O)Nc2ccccc2)o1
26. Cc1c(NC(=S)/C=C2\N(C)c3ccccc3C2(C)C)c(=O)n(-c2ccccc2)n1C
27. Cc1cc(C(=O)OCC(=O)Nc2ccccc2)c(C)o1
28. O=C(Nc1ccc(S(=O)(=O)N2CCCC2)cc1)C1CC(=O)N(CCc2ccccc2)C1 (stereo not given)
29. Cc1ccc(C)c(NC(=O)COC(=O)Cn2c(C)csc2=O)c1
30. O=[N+]([O-])c1cc(CN2CCCCCC2)ccc1O

compound no.	21	22	23	24	25	26	27	28	29	30
CHRM4 agonist	76*	19	19	0	5	2	1	1	0	-1
OXTR potentiator	-12	-11	-5	-3	-16	-6	-27	.	-3	-3
M1 ag	26*	19*	2	-4	-2	-5	-2	-8	-3	-4
M1 antag	2	17	31	-5	-12	4	1	-9	-12	-2
M1 PAM	-1	-8	-2	3	-6	-3	-1	-1	8	-4
M4 antag	-4	-14	31*	-7	-6	-13	-1	-4	-22	-18
CHO parental Ca	-3	0	-34	-4	-18	-2	-1	.	-6	-2
CHO-K1 Ca antag	-2	14	5	-11	-6	-1	8	-2	-8	-1
CHO-K1 Ca ag	49*	1.7	6.0	0.2	1.8	5.2	0.8	0.6	1.7	0.2

31. COc1ccc(N2CC(C(=O)Nc3nc4ccc(OC)cc4s3)CC2=O)cc1 (stereo not given)
32. O=C(c1cnn(Cc2ccccc2)c1)N1CCN(S(=O)(=O)/C=C/c2ccccc2)CC1
33. COc1cc2c(cc1OC)CN(C(=O)CCOc1ccccc1C)CC2
34. CC(=O)c1ccc(C(=O)N2CCCC(CNC(=O)c3ccccc3Cl)C2)cc1 (stereo not given)
35. O=C(CSc1ccc(C(F)(F)F)cc1[N+](=O)[O-])N1CCOCC1
36. COc1ccc(/C=N/NC(=O)c2nonc2C)cc1
37. O=C1C=C(c2cccc(CO)c2)C[C@@H](c2ccc3c(c2)OCO3)C1
38. COc1ccc(C(=O)NCCCSc2ccccc2)cc1F
39. CCN(C(=O)CCS(=O)(=O)c1ccc2c(c1)oc(=O)n2C)c1ccc(OC)cc1
40. C=CCCCCCCCCC(=O)NNC1=CC(=O)CC(C)(C)C1

compound no.	31	32	33	34	35	36	37	38	39	40
CHRM4 agonist	4	8	1	2	2	0	7	4	1	2
OXTR potentiator	-16	-10	-9	-1	-12	-13	-2	-8	-5	1
M1 ag	-3	-3	-3	-3	-2	-5	-3	-7	-2	-3
M1 antag	-5	-11	2	-4	-12	-9	12	3	3	-13
M1 PAM	3	7	-3	3	8	5	-7	-3	-1	10
M4 antag	1	-8	4	-2	8	7	6	1	4	6
CHO parental Ca	-16	-14	-4	-5	-7	-7	3	-14	-5	-11
CHO-K1 Ca antag	-16	-26	9	-3	-2	0	0	-17	-2	-2
CHO-K1 Ca ag	4.2	3.0	1.5	0.2	1.1	0.3	0.8	4.3	1.1	0.2

41. CC(C)CC(=O)Nc1nnc(S(=O)(=O)N(C)c2ccc(Cl)cc2)s1
42. O=C(NCC1CCCO1)c1cc2c(s1)CCC2 (stereo not given)
43. O=C(c1coc(=O)c(Br)c1)N1CCCc2ccccc21
44. NC(=O)Cn1c(=O)n(Cc2ccccc2)c(=O)c2cccnc21
45. CCC(Cc1ccccc1)NC(=O)C1=C(C)C(=O)OC12CCC(C)CC2 (stereo not given)
46. CCCCNC(=S)NC(=O)c1ccc([N+](=O)[O-])cc1
47. COc1ccc(/C=N/NC(=O)c2ccc(COCC(F)(F)C(F)F)cc2)cc1
48. CCOCc1nnc(NC(=O)c2ccc(NC(C)=O)cc2)s1
49. N#CCCN(C(=O)COC(=O)CCC(=O)c1cccs1)c1ccccc1
50. COc1ccc(S(=O)(=O)N2CCCCCC2)cc1C(=O)N1CCCC(C(F)(F)F)C1 (stereo not given)

compound no.	41	42	43	44	45	46	47	48	49	50
CHRM4 agonist	0	0	0	1	1	-1	0	0	1	4
OXTR potentiator	-16	1	-16	-6	-6	-9	-4	-4	-4	-7
M1 ag	-2	-2	-3	2	-9	-5	-3	-3	-4	-2
M1 antag	7	-4	-7	-15	-6	-4	-8	-9	0	-1
M1 PAM	-3	12	5	9	7	0	6	3	3	2
M4 antag	-4	-6	2	0	1	-9	2	0	4	-8
CHO parental Ca	-11	4	-15	-5	-16	-11	-9	1	-16	-21
CHO-K1 Ca antag	-7	-9	-11	9	-12	-9	-4	-14	1	1
CHO-K1 Ca ag	-0.2	5.0	0.2	13	1.3	-0.1	1.2	0.7	3.9	0.9

51. COC(=O)c1c(NC(C)=O)sc(C)c1C
52. COc1cccc(-c2ccc3ncnc(NCc4cccs4)c3c2)c1
53. Cc1ccc2ncccc2c1[N+](=O)[O-]
54. CCCC(=O)N1CCN(c2nc3ccc(Br)cc3s2)CC1
55. O=C(CCn1ccc2ccccc21)Nc1ccc(N2CCOCC2)cc1
56. Fc1ccc(-c2n[nH]c(=S)n2Cc2ccccc2)cc1
57. CC(=O)Nc1cc(-c2nc3ccccc3o2)ccc1Cl
58. COCCCN(Cc1cccs1)S(=O)(=O)c1c[nH]c(C(=O)OC)c1
59. CC(NC(=O)CN1C(=O)NC(C)(C2CC2)C1=O)c1ccc(F)cc1 (stereo not given)
60. Cc1cc(C(=O)OCC(=O)NCc2ccc(Cl)cc2Cl)c(C)o1

compound no.	51	52	53	54	55	56	57	58	59	60
CHRM4 agonist	0	5	1	13	2	3	0	2	1	1
OXTR potentiator	0	-1	1	-14	-5	-3	.	-13	.	-6
M1 ag	-5	-9	-3	1	-2	-10	-2	-1	-2	-5
M1 antag	-17	-1	-10	11	0	0	-26	-3	8	5
M1 PAM	12	3	9	-4	3	0	14	5	-1	3
M4 antag	1	-2	5	1	-14	3	-2	0	1	-3
CHO parental Ca	-5	-26	0	-7	-4	-17	.	2	.	-6
CHO-K1 Ca antag	-6	-18	-6	2	-2	-6	6	-3	3	-13
CHO-K1 Ca ag	1.9	-0.5	0.8	12	0.6	1.1	-0.1	1.0	0.3	-0.1

# Along the list, as entered above.
# OXTR potentiator for entries 25 to 34 → -16, -6, -27, ., -3, -3, -16, -10, -9, -1

# Structures listed so far that have a CF3 group:
35. O=C(CSc1ccc(C(F)(F)F)cc1[N+](=O)[O-])N1CCOCC1
50. COc1ccc(S(=O)(=O)N2CCCCCC2)cc1C(=O)N1CCCC(C(F)(F)F)C1 (stereo not given)

compound no.	35	50
CHRM4 agonist	2	4
OXTR potentiator	-12	-7
M1 ag	-2	-2
M1 antag	-12	-1
M1 PAM	8	2
M4 antag	8	-8
CHO parental Ca	-7	-21
CHO-K1 Ca antag	-2	1
CHO-K1 Ca ag	1.1	0.9

# Screening data as filed in PubChem BioAssay.
